Screening data deposited in PubChem BioAssay by The Scripps Research Institute Molecular Screening Center.
SIAE primary: human SIAE inhibitors, primary screen, biochemical, fluorescence polarization, FP-Rh probe, 1536-well HTS; Sialate O-acetylesterase (Homo sapiens), Q9HAT2; inhibition, % at 9.66 µM; actives 0.69% (n = 370,000); SIAE FP-Rh probe binding;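 active = inhibition above a cutoff: mean of compounds within the control limits plus 3 SD of those, cut at about 17% in these data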;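 note: 0% = plate median of compound wells and 100% = probe without SIAE protein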
Target sequence (Q9HAT2 whole entry, looked up): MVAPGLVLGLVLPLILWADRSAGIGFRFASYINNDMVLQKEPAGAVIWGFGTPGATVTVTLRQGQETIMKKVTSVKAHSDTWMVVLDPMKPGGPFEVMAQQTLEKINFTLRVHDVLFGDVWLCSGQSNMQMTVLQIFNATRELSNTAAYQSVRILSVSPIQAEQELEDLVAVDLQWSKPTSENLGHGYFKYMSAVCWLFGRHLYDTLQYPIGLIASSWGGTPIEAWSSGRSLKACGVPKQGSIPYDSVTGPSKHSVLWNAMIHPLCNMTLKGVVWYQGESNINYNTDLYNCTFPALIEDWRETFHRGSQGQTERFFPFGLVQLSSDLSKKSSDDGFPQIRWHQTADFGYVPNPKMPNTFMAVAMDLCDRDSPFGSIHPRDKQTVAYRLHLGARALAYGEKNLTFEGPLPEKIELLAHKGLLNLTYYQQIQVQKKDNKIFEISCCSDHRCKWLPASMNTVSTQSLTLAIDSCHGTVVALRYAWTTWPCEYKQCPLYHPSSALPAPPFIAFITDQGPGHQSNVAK
PRMT1 inh: PRMT1 methyltransferase inhibitors, primary screen, biochemical, fluorescence polarization | Protein arginine N-methyltransferase 1 (Homo sapiens), Q99873 | recombinant PRMT1, activity-based probe fluorescence polarization | inhibition, % at 2.79 µM | actives 1.3% (n = 370,000) | AID 652257, 2013;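 active = inhibition above about 21% made by adding two undisclosed values, limit read from the data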
Target sequence (Q99873 whole entry, looked up): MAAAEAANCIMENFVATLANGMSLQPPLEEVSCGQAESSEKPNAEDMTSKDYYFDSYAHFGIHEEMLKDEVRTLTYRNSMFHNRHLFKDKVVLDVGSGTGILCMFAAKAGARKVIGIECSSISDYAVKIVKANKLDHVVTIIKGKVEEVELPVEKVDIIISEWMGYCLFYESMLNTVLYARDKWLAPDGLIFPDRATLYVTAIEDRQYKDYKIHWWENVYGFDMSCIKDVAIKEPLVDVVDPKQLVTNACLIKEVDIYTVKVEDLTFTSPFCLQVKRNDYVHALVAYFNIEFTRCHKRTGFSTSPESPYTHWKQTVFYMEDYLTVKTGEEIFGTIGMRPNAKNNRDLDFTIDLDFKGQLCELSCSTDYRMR
ABHD4 inh: ABHD4 inhibitors, primary screen, biochemical, fluorescence polarization, mouse. inhibition, % at 8.92 µM. actives 0.54% (n = 370,000). purified mABHD4, FP-Rh probe fluorescence polarization. AID 720543, 2013. (Lyso)-N-acylphosphatidylethanolamine lipase (Mus musculus), Q8VD66;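 active = inhibition exceeding the mean over every tested compound plus 3 SD, cut at about 30% in these data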;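 note: 0% = plate median of compound wells and 100% = S159A mutant with DMSO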
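Doses – 8.92 µM, single dose · Material – wild-type mouse ABHD4 protein · Replication – single well per compound (singlicate) · Measure – percent inhibition of probe binding, normalized to plate controls · Schedule – 45 min compound pre-incubation plus 60 min probe step, 25 °C · Detection – fluorescence polarization with parallel and perpendicular emission, 525/598 nm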
LEDGF integ inh: blockers of LEDGF/p75-dependent integrase strand transfer – biochemical, TR-FRET, high throughput, primary screen; HIV-1 integrase (with human LEDGF/p75); TR-FRET IN-LEDGF/p75 DNA integration, Eu/Cy5; inhibition, % at 3.7 µM; actives 0.64% (n = 370,000); AID 743269, 2014;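 active = inhibition above the screen-wide mean plus 3 SD, cut at about 13% in these data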;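 note: signal is the Cy5 over europium emission ratio at 671 and 618 nm; 0% = plate median of compound wells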
HTRA1 inhibitor: HTRA1 serine protease inhibitors, primary screen, biochemical, fluorescence polarization, HTS. actives 0.5% (n = 340,000). Q92743. recombinant HTRA1, FP-rhodamine activity-based probe. inhibition, % at 5.96 µM; in the data active = inhibition above about 36%;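 note: 0% = enzyme with DMSO and 100% = wells lacking enzyme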
PG9 binder: binders of HIV-1 gp120 antibody PG9, primary screen, biochemical, TR-FRET; actives 0.43% (n = 360,000); AID 624416, 2012; inhibition, % at 6.7 µM; HIV-1 gp120 / PG9 antibody interaction; TR-FRET gp120-PG9 antibody binding; in the data active = inhibition above about 8.5%
Tn7 DDE FP: inhibitors of Tn7 peptide binding to fibrin DD(E), primary screen, biochemical, fluorescence polarization, human fibrin, Tn7 probe | Fibrinogen beta chain (Homo sapiens), P02675 | FP displacement of FITC-Tn7 peptide from fibrin DD(E); 0% = median of compound wells per plate | inhibition, % at 8.3 µM | actives 0.13% (n = 370,000) | AID 720508, 2013;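 active = inhibition above the mean of compounds falling within the control limits plus 3 SD of them, cut at about 14% in these data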;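 note: 0% = plate median of compound wells and 100% = 10 µM Aha-Tn7 peptide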
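Measure: % inhibition scaled between sample-field median and high-control FP; Test system: human fibrin DD(E); Quantity: 2 µM final DD(E) protein; Doses: one dose, 8.3 µM nominal; Schedule: compound with protein 10 min, then 3 h after probe, room temperature; Detection: fluorescence polarization; Medium: Tris buffer with calcium and detergent, pH 7.8.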
TDP2 inh: human TDP2 enzyme inhibitors, primary screen, biochemical, epi absorbance, recombinant enzyme; actives 0.34% (n = 370,000); T5PNP hydrolysis, p-nitrophenol absorbance 415 nm; Tyrosyl-DNA phosphodiesterase 2 (Homo sapiens), O95551; AID 720702, 2013; inhibition, % at 12.8 µM;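 active = inhibition above the mean of all tested compounds plus 3 SD, set per campaign, cut at about 25% in these data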;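 note: 0% = DMSO with enzyme and 100% = buffer with substrate but no TDP2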
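System – recombinant human TDP2 · Amount – 120 nM TDP2 per well · Buffer or medium – Mg2+-containing Tris-HCl buffer, pH 7.5 · Reagent – T5PNP substrate, 5 mM · Dosing – 12.8 µM single point, 1% DMSO · Incubation – 2 h at 37 °C · Measured by – epi absorbance · Read-out basis – percent inhibition · Benchmarks – high control without enzyme, low control DMSO plus TDP2 · Repeats – singlicate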
TCR CD3 inh: inhibitors of human TCR-CD3 interaction, primary screen, biochemical, fluorescence, TAMRA-labeled TCR probe | T-cell receptor (TCR) | inhibition, % at 9.4 µM | actives 0.37% (n = 360,000) | AID 651800, 2012; in the data active = inhibition above about 19%;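 note: recombinant mutant TCR 2C K166C tagged with TAMRA read by polarization; 0% = receptor in buffer alone and 100% = receptor with positive control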
UHRF1 MBD2 ctr: UHRF1 methylated DNA binding inhibitors, primary screen, counter-screen for MBD2 inhibitor project, biochemical, TR-FRET, human UHRF1, single concentration. E3 ubiquitin-protein ligase UHRF1 (Homo sapiens), Q96T88. UHRF1 binding to methylated oligo. inhibition, % at 4.4 µM. actives 0.75% (n = 370,000); in the data active = inhibition above about 21%;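 note: UHRF1 SRA domain binding a hemimethylated CpG hairpin DNA probe; 0% = median of test compound wells and 100% = reference inhibitor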
An asterisk follows results filed as active; · = no result given.

Each structure is followed by: ABHD4 inh	Tn7 DDE FP	SIAE primary	PG9 binder	LEDGF integ inh	HTRA1 inhibitor	UHRF1 MBD2 ctr	TCR CD3 inh	PRMT1 inh	TDP2 inh
- CCCc1cc(=O)[nH]c(SCC(=O)N2C(C)CCCC2C)n1 (stereo not given)
    1.3	1.1	-3.2	-0.2	4.3	1.3	-1.6	-0.6	0.3	17.1
- O=C(O)/C=C/c1ccc2noc(-c3ccccc3)c2c1
    4.4	-0.7	-1.6	-0.8	-3.6	2.8	0.4	-5.9	15.6	-8.9
- CC(C)S(=O)(=O)N1CCCC(c2cc(C(=O)NCc3ccccc3)no2)C1 (stereo not given)
    0.9	-3.5	1.9	-1.0	-0.5	·	-1.0	1.8	1.7	-2.3
- C=CCn1c2c(c(=O)[nH]c1=S)CN(C(C)c1ccccc1)CN2 (stereo not given)
    -14.7	-2.7	0.3	-1.9	8.7	-1.9	-1.7	-6.6	-1.3	-13.4
- CN(CC(=O)O)S(=O)(=O)c1ccc2[nH]c(=O)c(=O)[nH]c2c1
    -1.2	-2.8	2.4	-0.9	-6.5	3.5	5.5	8.1	2.7	2.1
- O=C(O)C1CC(c2ccc(F)cc2)=NO1 (stereo not given)
    3.3	-2.1	-2.8	0.4	3.9	-2.1	26.8*	-10.9	2.8	3.8
- O=C(O)C1=CCCN(CCON=C(c2ccccc2)c2ccccc2)C1
    3.5	-1.4	-2.8	-1.2	2.5	1.9	0.5	10.4	1.1	-4.5
- CC(C)(C)NC(=O)C(c1ccncc1)n1c(=O)c(-c2ccco2)nc2ccccc21 (stereo not given)
    10.8	1.2	7.1	-1.3	6.0	·	-7.7	6.6	0.2	15.0
- NC(=O)c1ccsc1NC(=O)COC(=O)CCCOc1ccccc1
    -9.5	-1.2	-4.2	-1.5	2.9	-0.8	-3.4	-1.9	-3.0	8.7
- COc1ccc2c(c1)cc(C(O)c1ccccn1)n2S(=O)(=O)c1ccccc1 (stereo not given)
    -4.3	3.9	-3.3	1.8	0.9	-17.0	0.2	-3.6	2.9	-0.6

(cont.)
Each structure is followed by: ABHD4 inh	Tn7 DDE FP	SIAE primary	PG9 binder	LEDGF integ inh	HTRA1 inhibitor	UHRF1 MBD2 ctr	TCR CD3 inh	PRMT1 inh	TDP2 inh
- CN(C)c1ccc(CC(=O)N2CCCCC2c2cc(C(=O)Nc3cccc4c3CCCC4)no2)cc1 (stereo not given)
    7.5	6.7	6.8	-0.1	4.5	·	-0.8	6.7	-2.3	3.8
- O=c1c2ccccc2nc2n1C(CSc1ccccc1)CS2 (stereo not given)
    3.5	-5.4	2.2	1.3	-5.4	-5.3	1.0	-6.0	-3.1	-4.2
- C/C=C/C(=O)OCC(=O)Nc1ccc(C)c(S(=O)(=O)N(C)C)c1
    -2.8	1.2	6.6	-2.4	-0.2	-11.0	1.6	0.1	0.6	7.7
- Cc1cc(C)n(-c2ccc(C(=O)Nc3cc(S(=O)(=O)N(C)C)ccc3Cl)cc2)n1
    -1.8	5.8	-0.7	1.4	0.3	-3.4	-0.9	4.2	-2.5	10.2
- C=CCn1c(C)cc(C(=O)Cn2c(C(C)O)nc3ccccc32)c1C (stereo not given)
    -4.5	-2.9	8.8	-1.6	1.1	1.1	1.4	3.0	0.3	-3.7
- CCOc1ccc(S(=O)(=O)Nc2ccc(S(=O)(=O)N3CCOCC3)cc2)cc1
    2.5	4.2	4.6	-0.5	-0.7	0.2	0.5	-2.2	1.1	8.6
- O=C(NC1CCCCCCC1)c1c(O)c2ccccc2[nH]c1=O
    -10.7	0.9	-1.2	-1.6	8.6	-1.9	3.2	-5.2	0.4	-7.4
- COCC(C)n1c(C)cc(C(=O)CSc2nnc(-c3ccco3)o2)c1C (stereo not given)
    -0.3	-1.4	4.1	-0.4	-4.6	1.0	-1.4	2.4	1.8	3.5
- COc1ccc(N2CCN(C(=O)CNC(=O)Cn3c(C)cc4ccccc4c3=O)CC2)cc1
    -1.6	-5.2	-1.8	4.0	0.1	7.7	1.8	-6.0	0.8	0.6
- O=C(N/N=C/c1ccc2c(c1)OCO2)C(=O)Nc1cccc(Cl)c1
    2.2	-1.8	-13.8	0.0	-2.8	5.5	1.8	-4.7	5.2	8.5

One compound at a time, as listed above. Order of values: ABHD4 inh, Tn7 DDE FP, SIAE primary, PG9 binder, LEDGF integ inh, HTRA1 inhibitor, UHRF1 MBD2 ctr, TCR CD3 inh, PRMT1 inh, TDP2 inh
NC(=O)c1ccsc1NC(=O)COC(=O)CCCOc1ccccc1 is listed with -9.5, -1.2, -4.2, -1.5, 2.9, -0.8, -3.4, -1.9, -3.0, 8.7
O=C(NC1CCCCCCC1)c1c(O)c2ccccc2[nH]c1=O is listed with -10.7, 0.9, -1.2, -1.6, 8.6, -1.9, 3.2, -5.2, 0.4, -7.4
CN(CC(=O)O)S(=O)(=O)c1ccc2[nH]c(=O)c(=O)[nH]c2c1 is listed with -1.2, -2.8, 2.4, -0.9, -6.5, 3.5, 5.5, 8.1, 2.7, 2.1

The list continues.
Each structure is followed by: ABHD4 inh	Tn7 DDE FP	SIAE primary	PG9 binder	LEDGF integ inh	HTRA1 inhibitor	UHRF1 MBD2 ctr	TCR CD3 inh	PRMT1 inh	TDP2 inh
- CCOC(=O)c1cc(C)[nH]c(=S)c1C#N
    0.4	11.4	0.2	-1.2	-3.2	11.8	-1.5	7.8	15.5	-8.3
- COc1cc(NC(=O)C2CC(=O)N(CCc3ccccc3)C2)cc(OC)c1 (stereo not given)
    -0.7	1.1	2.6	1.6	-0.9	-1.6	0.2	4.9	2.2	2.7
- FC(F)(F)c1cc(-c2cccs2)nc2nc(N3CCOCC3)sc12
    -1.4	0.1	-6.2	3.4	-3.5	-4.6	5.3	-1.8	2.3	3.4
- O=C(NNc1nc(-c2ccccc2)c2cc(Br)ccc2n1)c1ccc(S(=O)(=O)N2CCOCC2)cc1
    1.1	3.4	-8.1	-0.6	0.1	3.7	1.6	-6.6	0.3	4.6
- O=C(CC(=O)N/N=C/c1c(F)cccc1Cl)NCCc1ccccc1
    3.0	5.5	-4.8	-1.1	-1.5	-4.7	2.5	-2.7	-2.6	-11.0
- CCOc1ccc(Oc2ccccc2NS(=O)(=O)c2ccc(CCC(=O)O)cc2)cc1
    12.3	5.1	-0.5	1.1	-2.1	-4.2	0.7	-7.1	2.9	-1.2
- O=C(O)c1ccccc1C(=O)c1ccc2c(c1)CCC2
    -0.6	-3.1	-6.4	-1.6	-0.2	-2.0	3.5	-5.3	3.8	-10.8
- Cc1cccc(/C=N/Nc2nncc3ccccc23)c1
    -4.2	1.5	-5.1	-1.4	3.8	-2.7	-2.0	0.9	0.7	-2.4
- CCCN(Cc1nnc(-c2cccs2)o1)C(=O)CN1C(=O)NC2(CCCCC2)C1=O
    1.7	2.8	1.1	0.1	-1.0	-6.9	-0.6	-3.3	1.7	5.3
- COc1ccccc1C(=O)NCCC(=O)Nc1ccc(S(=O)(=O)N2CC(C)CC(C)C2)cc1 (stereo not given)
    -18.5	-2.1	-26.8	-1.4	5.2	-23.6	3.0	1.6	-8.6	-13.7

(list continues)
Each structure is followed by: ABHD4 inh	Tn7 DDE FP	SIAE primary	PG9 binder	LEDGF integ inh	HTRA1 inhibitor	UHRF1 MBD2 ctr	TCR CD3 inh	PRMT1 inh	TDP2 inh
- Clc1ccc2nc(-c3ccccc3)cn2c1
    0.0	4.2	4.5	-0.7	-3.3	6.3	-0.2	-4.6	4.2	0.3
- COc1ccc(NC(=O)N2CCCC(C(=O)NC(C)C)C2)cc1 (stereo not given)
    3.6	1.9	0.6	-0.1	-3.5	5.4	4.7	-9.2	-1.1	-12.8
- O=C(NCc1cc(C(F)(F)F)ccc1F)C1CCC(=O)N(C2CCCCCC2)C1 (stereo not given)
    1.9	1.3	5.9	0.6	2.5	-4.5	-3.0	7.7	-7.0	9.5
- Cn1ncc(-c2ccno2)c1C(=O)O
    0.4	-4.7	2.4	1.5	2.3	-0.4	-2.3	2.3	-3.7	11.5
- COc1ccc(OC)c(NC(=O)CN(Cc2ccc(F)cc2)C2CCCCC2)c1
    -12.2	-1.3	1.5	-0.4	2.9	-63.2	4.5	2.9	-0.6	-11.6
- O=C(Nc1ccc(F)cc1)c1nc2c(nnn2Cc2cccc3ccccc23)c(=O)[nH]1
    -2.2	1.8	-18.0	1.4	-5.7	-15.9	0.8	-3.7	-1.0	12.5
- Cc1ccc(CN2C(=O)CCC2C(=O)NCc2cccnc2)cc1 (stereo not given)
    1.6	4.3	-1.3	-0.9	3.2	3.1	-1.8	2.1	-0.2	7.2
- Cn1c(=O)c(C(=O)c2ccccc2)nc2ccccc21
    1.7	-2.4	-4.2	-0.5	0.8	4.8	-0.6	4.6	-2.5	-1.7
- CC(Nc1nc(-c2ccc(F)cc2)cs1)c1nc2cc(Cl)c(Cl)cc2n1CCOCCO (stereo not given)
    -3.8	7.2	-3.6	-1.6	-2.6	-8.6	-2.3	2.8	1.2	-2.0
- Cc1ccc(S(=O)(=O)Nc2cc(=O)[nH]c(SCc3ccc(Cl)cc3)n2)cc1
    -26.7	5.8	-31.0	-0.4	1.1	-25.8	-0.7	4.8	-0.1	3.9
